Bioassay records deposited in PubChem BioAssay by Sanford-Burnham Center for Chemical Genomics.
mIAP block = inhibitors of mouse IAP, primary screen, biochemical, luminescence, uHTS; intestinal alkaline phosphatase [Mus musculus]; purified mouse IAP, CDP-Star luminescence, 30 min; inhibition, % at 10 µM; 0.2% of 330,000 active; AID 2806, 2010;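 active means inhibition of at least 40% at 10 µM in the primary screen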;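 further: plate controls were DMSO with enzyme for no effect and no enzyme wells for full effect; values of inactives mirror those of a sister screen read the other way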
MPTP inh = mitochondrial permeability transition pore inhibitors, primary screen, biochemical, isolated mouse mitochondria, absorbance; Ca2+ swelling absorbance, 30 min; inhibition, % at 10 µM; 1.4% of 360,000 active; AID 602449, 2012;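 active means inhibition of 50% or more, scaled per plate between neutral and stimulator controls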;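 further: 0% = DMSO wells given calcium and 100% = 1 mM EGTA wells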
beta cell repl = inducers of MIN6 beta-cell proliferation, primary screen, ATP luminescence, uHTS. 0.29% of 330,000 active. proliferation, % at 10 µM. AID 2380, 2010. MIN6 cells proliferation, ATPlite luminescence, 48 h; cells starved in 0.2% serum; 100% = growth in 10% serum;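 active means compounds whose signal lies at least 3.5 SD above the mean of all wells on their plate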;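 further: 0% = DMSO-treated cells in low-serum medium and 100% = 10% serum control; some compounds called inactive have numbers as strong as hits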
ATG4B inh = ATG4B protease inhibitors, primary screen, biochemical, fluorescence, uHTS; Cysteine protease ATG4B (Homo sapiens), Q9Y4P1; ATG4B cleavage of LC3-PLA2, NBD-HPC fluorescence, 1 h; inhibition, % at 8.33 µM; 0.51% of 340,000 active; AID 504462, 2011; in the data active means inhibition above about 40%
Target sequence (Q9Y4P1 whole entry, looked up): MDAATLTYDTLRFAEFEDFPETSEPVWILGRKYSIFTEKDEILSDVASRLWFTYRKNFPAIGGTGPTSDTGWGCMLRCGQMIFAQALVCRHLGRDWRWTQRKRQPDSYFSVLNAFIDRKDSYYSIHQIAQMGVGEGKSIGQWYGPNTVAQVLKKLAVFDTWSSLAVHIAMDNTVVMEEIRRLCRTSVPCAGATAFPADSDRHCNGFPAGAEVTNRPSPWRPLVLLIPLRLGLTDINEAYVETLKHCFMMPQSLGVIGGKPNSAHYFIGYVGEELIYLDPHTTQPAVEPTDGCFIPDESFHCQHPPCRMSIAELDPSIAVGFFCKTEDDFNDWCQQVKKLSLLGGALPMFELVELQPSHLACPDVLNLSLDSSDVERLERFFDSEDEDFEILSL
hIAP activ = human IAP activators, primary screen, biochemical, luminescence, uHTS; purified human IAP, CDP-Star luminescence, 30 min; hits give high values; 1 = vehicle-only enzyme, 0 = enzyme-free background; activation factor at 10 µM; 0.16% of 330,000 active; AID 2524, 2010;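 active means activation factor of the enzyme at least 2-fold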; further: the source names both 10 and 20 µM as test concentration; values of inactives mirror those of a sister screen read the other way
A3G deaminase = APOBEC3G DNA deaminase inhibitors, primary screen, biochemical, fluorescence, single-stranded DNA substrate, uHTS; DNA dC->dU-editing enzyme APOBEC-3G (Homo sapiens), Q9HC16; recombinant A3G, ssDNA deamination FAM/TAMRA fluorescence; inhibition, % at 20 µM; 0.28% of 330,000 active;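 active means inhibition of at least 40% at 20 µM, with no more than 30% in the related APOBEC3A deaminase screen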;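 further: plate controls were DMSO wells with A3G for no effect and wells lacking A3G enzyme for full effect; some compounds called inactive have numbers as strong as hits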
Target sequence (Q9HC16 whole entry, looked up): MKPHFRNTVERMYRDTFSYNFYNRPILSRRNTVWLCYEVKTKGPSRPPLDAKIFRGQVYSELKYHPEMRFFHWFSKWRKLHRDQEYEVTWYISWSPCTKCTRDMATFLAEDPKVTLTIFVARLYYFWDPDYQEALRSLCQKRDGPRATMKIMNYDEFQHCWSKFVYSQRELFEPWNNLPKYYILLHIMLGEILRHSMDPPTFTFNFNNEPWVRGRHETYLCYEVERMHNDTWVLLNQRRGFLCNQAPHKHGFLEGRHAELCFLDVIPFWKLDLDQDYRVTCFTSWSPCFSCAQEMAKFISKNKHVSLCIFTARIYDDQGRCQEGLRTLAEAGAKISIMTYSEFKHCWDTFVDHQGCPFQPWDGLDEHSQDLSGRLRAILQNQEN
hIAP block = human IAP inhibitors, primary screen, biochemical, luminescence, uHTS; purified IAP, CDP-Star luminescence, 30 min; 0.12% of 330,000 active; Intestinal-type alkaline phosphatase (Homo sapiens), P09923; inhibition, % at 10 µM; AID 2544, 2010;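 active means inhibition reaching a set limit with compound at 10 µM in the primary screen, cut at about 35% in these data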;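 further: plate controls were DMSO wells with enzyme for no effect and no-enzyme buffer wells for full effect; values of inactives mirror those of a sister screen read the other way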
mIAP act = activators of mouse IAP, primary screen, biochemical, luminescence, uHTS; activation factor at 10 µM; 0.24% of 330,000 active; muIAP, CDP-Star luminescence, 30 min; hits give high values; 1 = vehicle-only enzyme signal, 0 = enzyme-free wells; intestinal alkaline phosphatase [Mus musculus];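 active means activation factor of at least 2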; further: the source names both 10 and 20 µM as test concentration; values of inactives mirror those of a sister screen read the other way
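Assay system: mouse IAP enzyme; Reagent: CDP-Star chemiluminescent phosphatase substrate; Compound: DMSO-dissolved test compounds; Incubation: 30 min, room temperature; Technique: luminescence from enzymatic CDP-Star hydrolysis; Controls: DMSO-only wells and no-enzyme negative control.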
A3A deaminase = APOBEC3A ssDNA deaminase inhibitors, primary screen, selectivity assay for APOBEC3G inhibitor project, biochemical, FAM/TAMRA oligo cleavage fluorescence; DNA dC->dU-editing enzyme APOBEC-3A (Homo sapiens), P31941; recombinant A3A, FAM/TAMRA ssDNA deamination fluorescence; inhibition, % at 20 µM; 0.41% of 330,000 active;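 active means at least 40% inhibition at 20 µM here, with at most 30% in a related deaminase screen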;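 further: plate controls were A3A with DMSO for no effect and wells lacking A3A enzyme for full effect; some results filed as inactive read as strong as hits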
Target sequence (P31941 whole entry, looked up): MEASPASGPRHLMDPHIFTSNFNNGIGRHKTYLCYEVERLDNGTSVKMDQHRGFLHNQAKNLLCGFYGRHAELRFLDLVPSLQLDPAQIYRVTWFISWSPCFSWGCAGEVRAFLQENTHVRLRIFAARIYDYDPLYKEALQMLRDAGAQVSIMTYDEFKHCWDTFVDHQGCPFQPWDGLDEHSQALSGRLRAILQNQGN
Numbers without * were called inactive.

SMILES	mIAP block	MPTP inh	beta cell repl	ATG4B inh	hIAP activ	A3G deaminase	hIAP block	mIAP act	A3A deaminase
CCC(CC)c1nc2ccccc2c(=O)[nH]1	-4	-1.8	1	-1	1	-11	-1	1	-2
COc1ccc(-c2csc(NC(=S)NC(=O)c3ccc4ccccc4c3)n2)cc1OC	28	0.9	-6	5	1.4	-7	-40	0.72	-5
O=C(Nc1ccccn1)c1cccs1	9	-1.0	0	-5	1	-4	-2	0.91	-2
CCOC(=O)N1CCN(C(=O)c2cc(COc3ccc(F)cc3F)on2)CC1	-2	0.8	4	-1	1	-8	-4	1	-6
COc1ccc(S(=O)(=O)n2ccc(-c3cnc(-c4ccccc4)s3)n2)cc1	18	-0.5	-3	7	1.1	-2	-5	0.82	2
COc1ccc(S(=O)(=O)N2CCOC2CNC(=O)C(=O)NCc2cccnc2)cc1OC (stereo not drawn)	-6	-0.5	-2	-8	1.1	-3	-12	1.1	-1
CC(=O)Nc1cccc(NC(=O)c2ccc(C(=O)Nc3cccc(NC(C)=O)c3)nc2)c1	2	2.0	-3	-7	1.1	-9	-6	0.97	-5
CNC(=O)CSc1nnnn1-c1cc(C)ccc1C	8	-2.8	0	-9	0.74	3	26	0.92	3
O=C(Nc1ccc(Cl)c(Cl)c1)Nc1ccc(Br)cc1F	-253	100*	-6	-5	0.95	-4	5	3.5*	0
O=C1NC2(CCCCC2)N=C1c1ccc(F)cc1	-10	1.1	0	16	0.91	3	9	1.1	4
COc1ccc(N2CC(C(=O)N3CCN(c4ccccc4)CC3)CC2=O)cc1 (stereo not drawn)	5	1.7	2	-7	1	-5	-4	0.95	-5
CCCCNc1nc(-c2ccccc2)c(C(=O)OCC)cc1C#N	-7	4.0	-3	4	1	-3	-2	1.1	0
O=C(CN1C2CCCC1CC(NC(=O)C1CCCCC1)C2)NCc1ccc(F)cc1 (stereo not drawn)	6	-0.7	-1	-5	1	-5	0	0.94	-3
Cc1[nH]c2c(C)cccc2c1CN1CCC(CO)(Cc2ccccc2)CC1	7	-0.2	-5	7	1	-5	-2	0.93	1
O=C(NCC1CCCO1)C1CC(=O)N(c2ccc(F)c(Cl)c2)C1 (stereo not drawn)	-4	0.1	-2	-7	0.98	-5	2	1	-2
COc1cc(C(=O)OCc2csc(CC(=O)Nc3ccccc3C)n2)ccc1OCC(C)C	-10	-2.0	-3	3	1	3	0	1.1	3
COc1ccc(S(=O)(=O)NC2CCCC2)cc1Br	3	0.1	0	-5	0.97	1	2	0.97	1
O=C(CN(Cc1ccco1)C(=O)CNS(=O)(=O)c1ccc(F)cc1)NCc1ccco1	4	0.7	-1	-4	0.85	-3	15	0.96	0
COc1ccccc1N1CCN(CCCCOc2ccc(F)cc2)CC1	1	-2.2	-4	-12	0.97	-3	3	0.99	-3
CCN(c1ccccc1)S(=O)(=O)c1cccc(C(=O)O)c1	-6	0.4	-3	-7	1.4	-2	-36	1.1	-1
O=C(NCCC1=CCCCC1)C(=O)NCc1ccncc1	3	0.0	-3	0	0.93	-7	7	0.97	-3
COc1cccc(NC(=O)c2nn(-c3ccc(OC)cc3OC)c(=O)c3ccccc23)c1	6	2.9	-1	-17	0.86	-1	14	0.94	-1
COc1ccc(CC(=O)Nc2ccccc2N2CCCCC2)cc1OC	4	1.6	-1	-4	0.93	-4	7	0.96	-2
Cc1cc(C(=O)NC2CCCN(Cc3ccc(Cl)cc3)C2)c(C)o1 (stereo not drawn)	-10	0.6	-4	11	0.96	-10	4	1.1	-2
O=C(O)c1ccc2ncc(NC(=O)c3ccc(F)cc3)c(=O)n2c1	-1	0.3	0	-1	0.83	-9	17	1	-2
CCOC(=O)/C(C(N)=NCc1ccco1)=C(/O)c1ccccc1	1	0.1	-3	-4	0.7	-3	30	0.99	0
Cc1ccc(-c2noc(CSc3nnc(Cc4ccccc4)n3-c3cccc(C)c3)n2)cc1	3	-1.6	-6	21	0.87	-6	13	0.97	-2
C/C=C/c1ccc(OCC(=O)NCc2ccccc2OC)c(OC)c1	7	-0.7	-1	9	0.97	2	3	0.93	1
CCN1CCN(Cc2c(C)[nH]c3ccc(OC)cc3c2=O)CC1	9	-3.8	-3	-8	1.1	-7	-8	0.91	0
CCN(CC(=O)NCc1cccs1)C(=O)/C=C/c1cc(OC)ccc1OC	0	0.5	0	-4	1	-7	-3	1	-5
NC(=O)COC(=O)c1cc(S(=O)(=O)N2CCOCC2)ccc1N1CCCCC1	3	-2.7	-2	-1	1	-9	-3	0.97	-5
O=C(CN1C2=NCCCN2c2ccccc21)c1ccc(Cl)cc1Cl	-1	1.1	-6	-7	1	8	-1	1	7
COc1ccccc1OC(=O)Nc1ccc(Cl)cc1	-34	58*	-1	-4	1	1	-1	1.3	-2
Cc1ccc(C(=O)O)cc1NC(=O)c1ccc2c(c1)C(=O)N(c1ccc([N+](=O)[O-])cc1)C2=O	7	-1.4	1	6	1.2	-7	-16	0.93	-3
COC(=O)[C@H](Cc1ccccc1)NC(=O)N1CCCCCC1	-3	2.4	5	-12	1	-9	-2	1	2
CN(NC(=O)c1ccccc1F)c1nc(C(F)(F)F)nc2ccccc12	-1	-2.8	-2	-4	1	0	0	1	2

10 compounds already listed, ordered by molar mass, largest number first.
SMILES	mIAP block	MPTP inh	beta cell repl	ATG4B inh	hIAP activ	A3G deaminase	hIAP block	mIAP act	A3A deaminase
Cc1ccc(-c2noc(CSc3nnc(Cc4ccccc4)n3-c3cccc(C)c3)n2)cc1	3	-1.6	-6	21	0.87	-6	13	0.97	-2
Cc1ccc(C(=O)O)cc1NC(=O)c1ccc2c(c1)C(=O)N(c1ccc([N+](=O)[O-])cc1)C2=O	7	-1.4	1	6	1.2	-7	-16	0.93	-3
CCN(CC(=O)NCc1cccs1)C(=O)/C=C/c1cc(OC)ccc1OC	0	0.5	0	-4	1	-7	-3	1	-5
CN(NC(=O)c1ccccc1F)c1nc(C(F)(F)F)nc2ccccc12	-1	-2.8	-2	-4	1	0	0	1	2
O=C(CN1C2=NCCCN2c2ccccc21)c1ccc(Cl)cc1Cl	-1	1.1	-6	-7	1	8	-1	1	7
Cc1cc(C(=O)NC2CCCN(Cc3ccc(Cl)cc3)C2)c(C)o1 (stereo not drawn)	-10	0.6	-4	11	0.96	-10	4	1.1	-2
CCN1CCN(Cc2c(C)[nH]c3ccc(OC)cc3c2=O)CC1	9	-3.8	-3	-8	1.1	-7	-8	0.91	0
CCOC(=O)/C(C(N)=NCc1ccco1)=C(/O)c1ccccc1	1	0.1	-3	-4	0.7	-3	30	0.99	0
COC(=O)[C@H](Cc1ccccc1)NC(=O)N1CCCCCC1	-3	2.4	5	-12	1	-9	-2	1	2
COc1ccccc1OC(=O)Nc1ccc(Cl)cc1	-34	58*	-1	-4	1	1	-1	1.3	-2

Further records
SMILES	mIAP block	MPTP inh	beta cell repl	ATG4B inh	hIAP activ	A3G deaminase	hIAP block	mIAP act	A3A deaminase
Cc1cccc(CN2CCC(Oc3ccc(C(=O)N4CCCC4)cc3)CC2)n1	0	0.0	4	-3	1.1	-2	-5	1	1
COc1ccc(C(=O)O)cc1N1C(=O)Nc2ccccc2N1O	-1	-0.1	3	1	0.89	-2	11	1	-1
COc1ccc(N2CCN(S(=O)(=O)CCNC(=O)Cc3ccc([N+](=O)[O-])cc3)CC2)cc1	3	-1.2	6	0	1.1	-4	-8	0.97	-3
CCOC(=O)N1CCC(N2CCN(S(=O)(=O)c3ccc4ccccc4c3)CC2)CC1	-3	0.6	-2	-6	1.2	-6	-15	1	29
CCCCc1cc(=O)oc2c3c(cc(OCC(=O)N4CCC[C@H]4C(=O)O)c12)OC(C)(C)CC3	6	-0.2	3	-13	1	0	0	0.94	4
COc1ccc(CC(=O)Nc2ccc(S(=O)(=O)Nc3cc(C)on3)cc2)cc1	-9	0.2	-4	-2	1.1	2	-6	1.1	1
Cc1nnc(SCC(=O)NC2CCCCC2)n1C1CCCCC1	-12	0.9	1	-2	1.1	-3	-11	1.1	8
Cc1cccc(-c2noc(-c3ccccc3C(=O)NCc3ccco3)n2)c1	7	2.2	-2	1	0.88	-2	12	0.93	2
CC1(C)C(c2ccc(Cl)cc2)=[N+]([O-])C2(CCCC/C2=N\O)N1O (stereo not drawn)	-11	1.5	-2	-14	1.2	-2	-18	1.1	-3
Cc1ccc(CSc2nnc(-c3ccc4c(c3)OCO4)o2)cc1	10	-2.7	-2	11	0.78	-9	22	0.9	0
Cn1c(=O)cc(Nc2ccc(Cl)cc2)[nH]c1=O	8	-0.6	0	-4	1.1	-5	-7	0.92	-1
COc1ccc(OC)c(NC(=O)CCCNC(=O)c2ccc(Cl)cc2)c1	6	1.4	-2	-4	1	-10	-2	0.94	-4
O=C(CCNS(=O)(=O)c1ccccc1C(F)(F)F)NCCCSc1ccccc1	9	-1.2	-1	-11	1.1	-5	-7	0.91	1
Cc1ccc(NC(=O)CCCCCC2NC(=O)NC2C)cc1 (stereo not drawn)	5	-2.1	1	5	1	-7	0	0.95	0
CCN(CC(=O)Nc1ccc(NC(C)=O)cc1)C(=O)C1CC(=O)N(Cc2ccc(C)cc2)C1 (stereo not drawn)	-4	-1.3	0	-6	0.95	-9	5	1	-3
COc1cc(C(=O)O)ccc1OC(C)=O	-7	-0.1	-4	-7	1.2	-7	-19	1.1	-2
Cc1cc(N2CC(C(=O)O)CC2=O)ccc1Br (stereo not drawn)	5	-2.5	-2	2	0.9	-7	10	0.95	-2
CCCCn1c(SCC(=O)c2ccccc2)nc2ccsc2c1=O	4	64*	0	21	0.69	-9	30	0.96	-1
Cn1/c(=N/N=C/c2ccc(Cl)c([N+](=O)[O-])c2)sc2ccccc21	15	2.6	0	0	0.92	1	8	0.85	-1
Brc1ccc(-c2noc(COc3ccc4ccccc4c3)n2)o1	6	1.2	-2	-9	0.88	-5	12	0.94	-2
COc1nc(-c2ccccc2)cc(-c2ccc(OC)c(OC)c2)n1	7	0.6	0	-5	0.75	-1	25	0.93	1
O=C(O)/C=C/C(=O)Nc1ccc2c(c1)C(=O)c1ccccc1C2=O	1	1.4	-1	-5	0.98	-7	2	0.99	4
